High-throughput results (PubChem)
KB-V1 MDR tox – qHTS assay for MDR1-selective chemotherapeutics: Primary screen using the drug-selected MDR subline cells KB-V1. KB-V1 MDR cells viability, CellTiter-Glo, 72 h. Potency, µM (highest dose often 46.1 µM), for the others: at the highest dose activity change, negative = cytotoxicity, hits mostly cytotoxic. hit rate 3.4% among 400,000. AID 1347076, 2019; note: potency is the fitted concentration of half-maximal effect; % is set by controls: 0 for no effect and ±100 for the full control effect; nearly all actives have a fitted effect of over 60% in size
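Cytotoxicity toward P-gp-expressing KB-V1 cells was determined as loss of CellTiter-Glo luminescence after 72 h at 37 degrees C. Compounds were tested in quantitative HTS format across a concentration range, with curves fitted to normalized data.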
GLP1R ag – qHTS of GLP-1 Receptor Agonists. Glucagon-like peptide 1 receptor (Homo sapiens), P43220. HEK293 GLP-1R CRE-luciferase, luminescence, 4-6 h; cells express a hypersensitive GLP-1R form. hit rate 0.007% among 380,000. Potency, µM (series often up to 45.6 µM), without a hit: at the top dose activation, most hits filed as activators; note: potency is the fitted concentration of half-maximal effect; % of control where 0% means no effect
GLP1R cytotox – qHTS of GLP-1 Receptor Inverse Agonists: Cytotox Screen; HEK293 cAMP-luciferase reporter cells, luminescence, 24 h; Potency, µM (series often up to 38.3 µM), for inactives: top-dose activity change, negative = inhibition, hits mostly inhibitors; hit rate 0.13% among 410,000; AID 624418, 2012;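 note: loss of luciferase light is scored as toxicity; potency is the fitted concentration of half-maximal effect; % is set by controls: 0 for no effect and ±100 for the full control effect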
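A 23 nL compound transfer followed 12 hours of cell culture at 37 deg C; exposure then lasted 24 hr. Luciferase assay detection reagent was dispensed and plates read for luminescence after a 12 min room-temperature wait.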
GLP-1R inv ag – qHTS of GLP-1 Receptor Inverse Agonists (Inhibition Mode). hit rate 1.6% among 410,000. HEK293 GLP-1R CRE-luciferase, luminescence, 24 h; GLP-1R form is constitutively active. Glucagon-like peptide 1 receptor (Homo sapiens), P43220. Potency, µM (doses to about 38.3 µM), for inactives: at the top dose activity change, negative = inhibition, actives largely listed as inhibitors; note: potency is the fitted concentration of half-maximal effect; % is set by controls: 0 for no effect and ±100 for the full control effect; nearly all actives have a fitted effect of over 55% in size
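Assay principle: reduced luminescence from a cAMP-responsive reporter in HEK293 cells co-expressing a constitutively active GLP-1R. Conditions: 24 hr compound incubation, 37 deg C, 5% CO2.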
DRD3 antagonist – qHTS of D3 Dopamine Receptor Antagonist: qHTS; D(3) dopamine receptor (Homo sapiens), P35462; hit rate 2.5% among 360,000; D3R cells, DiscoveRx beta-arrestin luminescence, antagonist mode; stronger effect = lower value; AID 652054, 2013; max response, negative = inhibition, %; in the data active = max response below about -50%; inconclusive = no clear call, values can overlap the other calls; note: % is set by controls: 0 for no effect and ±100 for the full control effect; mostly tested at two doses, the higher about 12 µM
Target sequence (P35462 whole entry, looked up): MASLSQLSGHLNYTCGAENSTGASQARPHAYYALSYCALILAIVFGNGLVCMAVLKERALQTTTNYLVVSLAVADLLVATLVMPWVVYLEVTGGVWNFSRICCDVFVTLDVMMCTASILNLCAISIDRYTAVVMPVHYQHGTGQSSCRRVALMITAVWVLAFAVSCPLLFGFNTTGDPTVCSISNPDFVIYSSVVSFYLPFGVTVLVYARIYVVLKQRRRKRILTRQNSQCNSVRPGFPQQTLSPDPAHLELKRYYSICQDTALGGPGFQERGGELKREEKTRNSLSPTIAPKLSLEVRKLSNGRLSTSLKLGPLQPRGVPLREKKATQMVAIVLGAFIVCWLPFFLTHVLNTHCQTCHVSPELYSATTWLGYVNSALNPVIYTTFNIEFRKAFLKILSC
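Cells plated overnight at 1500 cells/well, then exposed to library compounds with dopamine controls for 90 minutes at 37 degrees C. DiscoveRx reagent added for 30–60 minutes at room temperature; luminescence read, quantitative HTS format.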
aSyn rescue – qHTS of alpha-syn Inhibitors | Potency, µM (top dose mostly 46.1 µM), without a hit: top-dose growth rescue (activation), usual class: activators | Yeast expressing alpha-synuclein, growth rescue, BacTiter-Glo, 24 h | hit rate 0.14% among 370,000; note: potency is the fitted concentration of half-maximal effect; % of control where 0% means no effect; nearly all actives have a fitted effect of over 65% in size
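Readout is rescue of growth in alpha-synuclein-expressing yeast, so inhibitors of toxicity appear as activators. Growth after 24 hr at 30 deg C in galactose medium is quantified by luminescence.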
PTHR1 agonist – qHTS for PTHR1 Agonists: Primary Screen; Parathyroid hormone/parathyroid hormone-related peptide receptor (Homo sapiens), Q03431; HEK293 GP2 PTHR1 cells, GloSensor cAMP luminescence, 1 h; Potency, µM (highest dose often 115 µM), for inactives: at the highest dose activation, actives largely listed as activators; hit rate 0.075% among 410,000; note: potency is the fitted concentration of half-maximal effect; nearly all actives have a fitted effect of over 55% in size; some results filed as inactive show a strong effect at the top dose; inactives centre near -15; many of its hits are not listed in these tables
Target sequence (Q03431 whole entry, looked up): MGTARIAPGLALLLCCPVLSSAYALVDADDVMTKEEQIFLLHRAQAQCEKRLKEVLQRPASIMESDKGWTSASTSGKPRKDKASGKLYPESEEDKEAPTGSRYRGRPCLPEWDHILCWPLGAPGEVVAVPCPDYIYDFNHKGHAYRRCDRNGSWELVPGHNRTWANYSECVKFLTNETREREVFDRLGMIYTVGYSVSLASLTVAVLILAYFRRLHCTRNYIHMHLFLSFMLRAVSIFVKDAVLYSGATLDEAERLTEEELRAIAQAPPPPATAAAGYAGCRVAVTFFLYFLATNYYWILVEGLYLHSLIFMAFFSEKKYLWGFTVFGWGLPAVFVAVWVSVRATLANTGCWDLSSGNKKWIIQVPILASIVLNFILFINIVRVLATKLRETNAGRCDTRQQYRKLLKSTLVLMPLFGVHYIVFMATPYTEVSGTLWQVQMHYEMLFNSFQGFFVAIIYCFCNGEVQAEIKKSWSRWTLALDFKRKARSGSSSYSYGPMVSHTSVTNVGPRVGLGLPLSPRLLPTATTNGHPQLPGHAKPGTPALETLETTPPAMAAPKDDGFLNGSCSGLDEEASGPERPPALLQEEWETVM
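HEK-293-derived GP2 cells expressing PTHR1 and a GloSensor cAMP reporter, 3,000/well, plated overnight, given luciferin plus IBMX (each 0.5 mM as added) for 1 h at 37 °C, then compound for 1 h at 37 °C. Luminescence was read after 15 min at room temperature.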
DRD3 agonist – qHTS of D3 Dopamine Receptor Agonist: qHTS | D(3) dopamine receptor (Homo sapiens), P35462 | D3R DiscoveRx beta-arrestin cells, luminescence, 90 min | max activation, % | hit rate 0.58% among 410,000 | AID 652048, 2013; in the data active = max activation above about 30%; note: 0% is about no effect; mostly tested at two doses, the higher about 12 µM
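Agonist-mode cell screen: cells plated at 1500/well and incubated overnight at 37 °C, then exposed to library compounds for 90 min at 37 °C. Detection reagent was added for 30–60 min at room temperature, and luminescence was read.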
TDP43 rescue – qHTS of TDP-43 Inhibitors. TDP-43 expressing yeast growth rescue, BacTiter-Glo, 24 h. Potency, µM (titrated, usually from 46.1 µM), for the others: top-dose growth rescue (activation), usual class: activators. hit rate 1.8% among 410,000; note: potency is the fitted concentration of half-maximal effect; % of control where 0% means no effect; nearly all actives have a fitted effect of over 50% in size
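Yeast cells expressing TDP-43 under galactose induction are exposed to compounds for 24 hr at 30 deg C. BacTiter-Glo luminescence measures growth, so protective compounds score as activators.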
* = called active by the depositor; i = inactive; ? = inconclusive; nt = not tested or not shown; [ ] = dose if it differs, or a comment. Unless noted, calls come from the whole dose curve; as a rule, active = well fitted curve in the direction sought with a large enough effect; inconclusive = small, poorly fitted or top-dose-only effect, or another doubt; inactive = no such curve, though single readings can be large; an effect the other way counts as inactive or inconclusive. Only part of the results is shown; rates above refer to the full screens.

SMILES	KB-V1 MDR tox	GLP1R ag	GLP1R cytotox	GLP-1R inv ag	DRD3 antagonist	aSyn rescue	PTHR1 agonist	DRD3 agonist	TDP43 rescue
Cn1cc(Cl)c(C(=O)OCC(=O)Nc2nc(-c3ccc(Br)cc3)cs2)n1	?	-2%	-27%	12%	158	7%	-40%[inhibitor]	18	28%
CC(NC(=O)Cc1c(F)cccc1Cl)C1CCCO1 (stereo not drawn)	?	-10%	-3%	-5%	-11	-11%	i	-14	-25%
COc1ccc(S(=O)(=O)NCCCCOc2ccc(Cl)cc2)cc1	2%	-5%	27%	?	8	?	-48%[inhibitor]	-2	?
CCCn1c(N)c(N(CCOC)C(=O)c2ccc(F)cc2)c(=O)[nH]c1=O	-2%	6%	7%	4%	6	-5%	i	-3	2%
CCn1c(SCC(=O)Nc2ccc(S(=O)(=O)Nc3onc(C)c3C)cc2)nnc1-c1ccccc1	-13%	-7%	13%	26%	7	0%	-20%	4	-20%
Cc1cc(=O)[nH]c(SCCc2ccccc2)n1	12µM*	1%	-2%	26%	0	-3%	i	-4	nt
CCc1ccc(CC2(O)CC(C)N(C)CC2C)cc1 (stereo not drawn)	12%	7%	-20%	-21%	0	-22%	1%	-2	-2%
Cc1cc(C)c2nc(N(CCCN(C)C)C(=O)c3ccc(S(=O)(=O)N4CC(C)OC(C)C4)cc3)sc2c1 (stereo not drawn)	-16%	-8%	11%	10µM*	-20	-4%	i	-10	-3%
CCOC(=O)c1cc(-c2ccccc2)nn1CC1CC(c2cccc([N+](=O)[O-])c2)=NO1 (stereo not drawn)	0%	12%	-14%	-18%	23	-3%	-47%[inhibitor]	-10	?
O=C(NCc1ccco1)C1CCCN1C(=O)NCc1ccccc1 (stereo not drawn)	12%	-11%	-9%	2%	-13	-1%	-2%[57.5 µM]	1	8%
CCCn1c(N)c(N(CCOC)C(=O)C2CCCC2)c(=O)[nH]c1=O	6%	-3%	0%	12%	-20	-2%	-91%[inhibitor]	2	3%
Cc1ccc(S(=O)(=O)N2[C@@H](c3ccc(F)cc3)C(C(=O)O)=CC[C@H]2c2ccc3c(c2)OCO3)cc1	13%	3%	7%	?	-14	-14%	-17%	10	18µM*
Cc1ccccc1C(=O)Nc1cccc(NC(=S)NC(=O)c2cccs2)c1	-13%	-26%	?	?	-11	-3%	i	-1	12%
CN[C@H]1C[C@H]2c3[nH]c4ccccc4c3CCN2C(=O)[C@H]1[C@H](C)O	6%	7%	3%	-9%	4	1%	-22%	-4	8%
O=C(CN1CCN(c2ccc(F)cc2)CC1)Nc1cc(C(F)(F)F)ccc1Cl	2%	-2%	-2%	5%	-5	-3%	-19%	-3	14%
COc1ccccc1OCCNC(=O)CN1C(=O)NC2(CCCC2)C1=O	5%	6%	0%	-19%	6	3%	-5%	-16	21%
CCOc1cc(S(=O)(=O)n2c(C)nc3ccccc32)ccc1F	-10%	-6%	-20%	?	-16	-8%	-26%	-6	12%
Cc1cccc(N(C)C(=O)CCS(=O)(=O)c2ccc3c(c2)n(C)c(=O)c(=O)n3C)c1	nt	nt	2%	13%	nt	nt	i	4	?
CN(CCNC(=O)C1CC(=O)N(c2ccc(F)c(Cl)c2)C1)Cc1ccccc1 (stereo not drawn)	?	1%	-5%	?	?	1%	-11%[57.5 µM]	-28	-2%
COc1ccc(C2C(C(=O)c3sc(C)nc3C)=C(O)C(=O)N2CCN(C)C)cc1OC (stereo not drawn)	-4%	4%	5%	9%	-21	-19%	i	2	-5%
Cc1cc(C)n2nc(C(=O)OCC(=O)N3CCC3)nc2n1	-18%	1%	-2%	-2%	4	-6%	i	-5	2%
COC(=O)/C=C1\S/C(=N/N=C/c2ccccc2)NC1=O	-9%	-4%	9%	7%	-3	-6%	-24%	6	0%
CCN(CC)CCCn1c(C)cc2c(c1=O)C(c1ccc(OC)c(OC)c1OC)C(C#N)=C(N)O2 (stereo not drawn)	-2%	-10%	-1%	0%	-8	-7%	0%[57.5 µM]	-10	-9%
COc1ccc(C(OCC(O)CNCCc2ccc(S(N)(=O)=O)cc2)c2ccc(OC)cc2)cc1 (stereo not drawn)	?	14%	-23%	?	30	3%	i	-2	-14%
COc1ccc(-c2ccc3c(c2)S(=O)(=O)c2cccc(C(=O)NC[C@@H]4CCCO4)c2C3=O)cc1OC	-18%	6%	-8%	-24%	82	3%	i	37*	4%
COc1cc(OC)cc(C2=Cc3ccccc3C(CC(=O)c3ccco3)N2c2ccc(-c3cccnc3)cc2)c1 (stereo not drawn)	20%	11%	3%	-22%	-16	-13%	-8%	1	?
c1ccc(CCCN2CCN(c3ccccc3)CC2)cc1	12%	8%	-2%	-26%	-64*	2%	-24%	1	-8%
CC(Oc1ccc(S(=O)(=O)N2CCCC2)cc1[N+](=O)[O-])C(=O)NC(C)c1ccccc1 (stereo not drawn)	?	2%	-1%	-23%	4	6%	i	2	11%
COc1ccc(OCc2nnc(NC(=O)Nc3ccccc3F)s2)cc1	-10%	2%	-4%	-12%	-17	-7%	-7%	5	-13%
OC(c1ccc(Cl)cc1)c1ncc(-c2cccc(C(F)(F)F)c2)[nH]1 (stereo not drawn)	-26%	3%	-18%	?	?	3%	-6%	-9	-3%
Cc1ccc(Cl)cc1NS(=O)(=O)c1cc2[nH]c(=O)c(=O)[nH]c2cc1C	-6%	-1%	1%	7%	4	0%	i	-4	5%
O=C(CS(=O)(=O)c1ccccc1)Nc1ccc(S(=O)(=O)Nc2ncccn2)cc1	21%	-1%	-6%[7.66 µM]	11%[7.66 µM]	-3	-4%	i	2	15%[9.22 µM]
CN(C)CC(=O)Nc1nc(-c2ccccc2)cs1	-10%	-16%	-4%	17%	14	-18%	i	-1	6%
CC(C)Oc1ccc(S(=O)(=O)N2CCOCC2)cc1NC(=O)C1CCCCC1	?	11%	2%	9%	18	0%	-25%	2	5%
Cc1ccc(/C=C/C2=NN(Cc3ccccc3)C(=O)CC2)cc1	?	11%	3%	0%	80	-12%	-11%	8	23%
Cc1cc(NC(=O)CSc2nc(CCC3CCCC3)nc3ccccc23)no1	-25%	1%	-15%	-19%	2	-10%	i	0	17%
Cc1cccc(NC(=O)c2nc[nH]c2C(=O)N[C@@H](Cc2ccccc2)C(=O)OC(C)(C)C)c1	?	-5%	?	?	-27	26%	-2%	-3	3%
N#CC1CN(Cc2ccccc2)CN(Cc2ccccc2)C1	7%	13%	-2%	10%	22	2%	-14%	1	5%
CC(=O)c1ccc(OCCCC(=O)OCc2nnc(-c3ccc(Cl)cc3)o2)cc1	-2%	-3%	33%[activator]	72%[activator]	14	5%	16%[57.5 µM]	-5	-19%
CCOC(=O)C1CCN(C(=O)c2cc3ccc4cccnc4c3[nH]2)CC1	nt	nt	-2%	1%	nt	nt	-12%	-11	?
CCCNC(=O)C1CCN(S(=O)(=O)c2cccs2)CC1	-11%	1%	-12%	0%	11	0%	-5%	10	0%
O=C(NCC(c1ccco1)N1CCc2ccccc2C1)c1c(F)cccc1F (stereo not drawn)	?	1%	11%	-25%	-25	-1%	i	-15	-11%
O=[N+]([O-])c1cc([N+](=O)[O-])c(Oc2cc(Cl)cc(Cl)c2)cc1NN1CCCCC1	-3%	2%	1%	14%	0	-1%	-31%[inhibitor]	-5	2%
C=CCN(CC=C)CCOc1ccccc1[N+](=O)[O-]	-1%	3%	0%	?	-52*	3%	i	-15	-4%
O=C(Cc1ccccc1)N1CCNCC1	?	6%	-1%	10%	3	0%	i	12	-15%
Cc1cc(=O)oc2cc(O)cc(OCc3ccccc3)c12	15µM*	8%	66%[activator]	11%	8	24%	-16%	-1	27%
O=C(NNS(=O)(=O)c1ccc(Cl)cc1)c1cnn(-c2ccccc2)c1-n1cccc1	-29%	-12%	-8%	-12%	6	11%	i	3	9%
CCOC(=O)CCc1c(C)c2ccc(OCC)c(C)c2oc1=O	-24%	-2%	1%	103%[activator]	-17	1%	?	11	-17%
CC1CCCC(NC(=O)c2cccc(S(=O)(=O)N3CCN(c4ccccc4)CC3)c2)C1C (stereo not drawn)	-29%	-3%	-11%	-22%	22	-1%	-39%[inhibitor]	2	19%
COc1ccc(N2C(=O)C3CCCN3C2c2ccc(C)o2)cc1Cl (stereo not drawn)	16%	12%	-6%	0%	3	1%	-21%	2	0%
Cc1nc(SCC(=O)N2CCOCC2)c2c3c(sc2n1)CCC3	-8%	12%	-7%	5%	22	1%	i	11	10%
O=C(Cn1c(=O)[nH]c2ccsc2c1=O)NC1CCCCC1	19%	4%	2%	0%	-7	nt	2%	1	0%

An excerpt from above with just DRD3 agonist and DRD3 antagonist.
smiles	DRD3 agonist	DRD3 antagonist
Cc1cccc(N(C)C(=O)CCS(=O)(=O)c2ccc3c(c2)n(C)c(=O)c(=O)n3C)c1	4	nt
CN(CCNC(=O)C1CC(=O)N(c2ccc(F)c(Cl)c2)C1)Cc1ccccc1 (stereo not drawn)	-28	?
